Compound activity as filed in PubChem.
All columns: NCI-60 one-dose screen, growth in % after 48 h at 10 µM unless noted; 100 = growth as untreated, 0 = no growth, -100 = all killed.
RXF 393 = RXF 393 renal cancer cells; 77,000 compounds, 6.9% hits
A498 = A498 renal cancer cells | 76,000 compounds, 5.4% hits | AID 1794774
OVCAR-8 = OVCAR-8 ovarian cancer; AID 1794782; 81,000 compounds, 4.4% hits
OVCAR-3 = OVCAR-3 ovarian cancer; 79,000 compounds, 7% hits; AID 1794787
ACHN = ACHN renal cancer. 81,000 compounds, 4.9% hits. AID 1794771
TK-10 = TK-10 renal cancer cells; 81,000 compounds, 3.9% hits
OVCAR-5 = OVCAR-5 ovarian cancer. 82,000 compounds, 2.9% hits. AID 1794783
CAKI-1 = CAKI-1 renal cancer; 75,000 compounds, 4.7% hits; AID 1794772
Numbers without * were called inactive; nt = not tested or not shown; & = joins results of further samples; [ ] = dose if it differs, or a comment. How the source made its calls: active means growth percent below 10; inactive means the rest.

SMILES | RXF 393 | A498 | OVCAR-8 | OVCAR-3 | ACHN | TK-10 | OVCAR-5 | CAKI-1
NCc1nnc(CCC(=O)c2nc3ccccc3[nH]2)o1 | 113 | 96 | 108 | 109 | 101 | 95 | 95 | 97
Cc1nc2cncc(C#Cc3cncc(C(=O)Nc4ccc(CN5CCN(C)CC5)c(C(F)(F)F)c4)c3)c2nc1C | -26* | -37* | 25 | 26 | -5.3* | 18 | 10 | -28*
C=CCc1c(C)ccc(C)c1OC | 107 | 101 | 106 | 116 | 101 | 108 | 92 | 96
CCN(CC)CCCSCCCNc1cc(OC)cc2cccnc12 | 113 | 75 | 101 | 99 | 102 | 106 | 109 | 101
CCOC(=O)CCc1ccco1 | 115 | 123 | 102 | 123 | 105 | 97 | 120 | 101
O=C1c2ccccc2C(=O)c2cc(Cn3cc[n+](Cc4ccc5ccccc5c4)c3)ccc21 | nt | 98 | 89 | 41 | 108 | 107 | 85 | 96
COc1cc(CCCO)c(OC)c(OC)c1OC | 108 | 84 | 107 | 111 | 106 | 109 | 103 | 92
COc1ccc(-c2nnc(N3CCN(C(=O)CN4CCN(c5ccccc5)CC4)CC3)nc2-c2ccc(OC)cc2)cc1 | -9.5* | 48 | 42 | 34 | 26 | 55 | 79 | nt
CCOC(=O)N1CCN(S(=O)(=O)c2ncsc2-c2ccccc2)CC1 | 116 | 87 | 103 | nt | 100 | 102 | 101 | 89
COc1ccc(-c2cc3ccc(F)cc3c(=O)[nH]2)cc1 | 91 | 41 | 75 | 87 | 107 | 93 | 98 | nt
Cc1ccc(C2CC(n3nnnc3-c3ccccc3)=NN2)cc1 (stereo not drawn) | 98 | nt | 106 | 110 | 104 | 101 | 105 | 106
COc1ccc(-c2c3c(N)nc(-c4ccccn4)nc3nc3c2c(C)nn3-c2ccccc2)cc1 | 95 | 105 | 93 | 110 | 100 | 98 | 94 | 73
N#CC1=C(Nc2ccccc2F)NC(c2cccc([N+](=O)[O-])c2)c2sc3c(F)cccc3c21 (stereo not drawn) | 105 | 96 | 107 | 102 | 90 | 155 | 103 | 79
NNC(=O)c1cccc(N)c1 | 110 | 137 | 99 | 106 | 99 | 105 | 98 | 92
Cc1nnc(NC(=O)c2nc(S(=O)(=O)Cc3ccc(F)cc3)ncc2Cl)s1 | 87 | 115 | 56 | 22 | 96 | 79 | 86 | -86*
CC(NNC(=S)N1CCCCCC1)c1ccc2ccccc2n1 (stereo not drawn) | 58 | 71 | 18 | 47 | 17 | 42 | 50 | -9.2*
Nc1ccccc1CCc1ccccc1N | 123 | 95 | 96 | 111 | 93 | 114 | 93 | 90
Nc1c(C(=O)c2ccc(Br)cc2)sc2nc3c(cc12)CCCC3 | 63 | 71 | 99 | 95 | 96 | 108 | 88 | 105
Cc1cc(C)c([N+](=O)[O-])c(O)c1 | 115 | 92 | 113 | 118 | 102 | 111 | 100 | 98
COc1cc(-c2nc3ccccc3c(=O)[nH]2)ccc1OCC(=O)N=Nc1c(O)[nH]c2ccc([N+](=O)[O-])cc12 | 106 | 127 | 99 | 112 | 109 | 105 | 110 | 104
CC(=O)OC1=CCCCC1 | 112 | 105 | 107 | 108 | 88 | 99 | 98 | 89
c1cc[n+](Cc2ccnc3ccccc23)cc1 | 90 | 109 | 100 | 118 | 94 | nt | 103 | 91
Nc1cc([N+](=O)[O-])ccc1Nc1ccc(O)cc1 | 96 | 43 | 37 | 76 | 54 | 163 | 101 | nt
COc1ccc(-c2nn(Cc3cc(OC)c(OC)c(OC)c3)c3c2-c2oncc2CC3)cc1 | 79 | 73 | 105 | 103 | 90 | 104 | 112 | 78
O=C(Oc1ccc(-c2cssc2=S)cc1)c1cn(C2CC2)c2cc(N3CCNCC3)c(F)cc2c1=O | 117 | 105 | 107 | 117 | 101 | 116 | 106 | 99
Cc1cc(OCc2ccc(C(F)(F)F)cc2)c2c(c1)C(=O)C=C(NCCN1CCCC1)C2=O | 54 | 68 | 72 | 84 | 72 | 83 | 88 | 53
CC(C(=O)O)n1cc(C#N)c(=O)[nH]c1=O (stereo not drawn) | 115&110 | 107 | 113&103 | 101&116 | 97&100 | 110&112 | 105&95 | 93&86
c1ccc(CN(Cc2ccccc2)Cc2cccc3ccccc23)cc1 | 106 | 99 | 100 | 99 | 114 | 123 | 112 | 98
COc1cc(C(=O)NNC(=O)c2ccc(NC(=O)CCl)cc2)cc(OC)c1OC | 93 | 86 | 82 | 62 | 90 | 107 | 170 | 98
COc1cc(-c2nc3cc(Cl)c(Cl)cc3[nH]2)ccc1OCC(=O)N=Nc1c(O)[nH]c2ccccc12 | -76* | -46* | -59* | -98* | 20 | -12* | -75* | -47*
O=C1NC(=O)C(=O)NC1=O | 109 | 76 | 97 | 109 | 103 | 105 | 110 | 102
O=C1N[C@@H]2NC(=[N+]3CCOCC3)N[C@@H]2N1 | 116 | 98 | 105 | 117 | 104 | 103 | 98 | 92
COc1ccc2oc3c(C)c4c(c(C)c3c2c1)C(=O)N(Cc1ccccc1)C4=O | 99 | 109 | 91 | 89 | 88 | 120 | 100 | 81
C#CCOc1ccc(/C=N/Nc2nc(-c3ccc(F)cc3)cs2)cc1 | 116 | 66 | 100 | nt | 104 | 141 | 111 | 93
Cc1cc2nn(Cc3ccccc3)c(C(=O)OC(C)C)c2cc1C | 94 | 79 | 97 | 97 | 90 | 89 | 96 | 82
COc1ccc(-c2nc3cccc(O)c3c(=O)n2Cc2ccccc2)cc1COc1ccc(NC(C)=O)cc1 | 53[3 µM] | 71[3 µM] | 49[3 µM] | 67[3 µM] | 36[3 µM] | 69[3 µM] | 64[3 µM] | 57[3 µM]
C/C=C(/C)n1cnc2c(Nc3ccccn3)nc(Cl)nc21 | 105 | 111 | 100 | 111 | 100 | 114 | 98 | 94
O=C(/C=C/c1cn(-c2ccccc2)nc1-c1ccccc1)OCc1cn(-c2ccc([N+](=O)[O-])cc2)nn1 | 89 | 100 | 49 | 89 | 79 | 92 | 103 | 74
CCN1[C@@H]2CC[C@H]1/C(=C\c1cc(OC)ccc1OC)C(=O)/C2=C/c1cc(OC)ccc1OC | 77 | 79 | 74 | 81 | 79 | 112 | 119 | 80
CC1(C)CC2C3=CCC4[C@@]5(C)CCC(=O)C(C)(C)C5CC[C@@]4(C)[C@]3(C)CC[C@@]2(C(=O)O)[C@H](O)C1 (stereo partly drawn) | 101 | nt | 84 | 101 | 95 | 110 | 105 | 77
Cc1ccc(-c2nc(SCC(=O)c3ccccc3)c(S(=O)(=O)c3ccccc3)[nH]2)cc1 | 99 | 73 | 91 | 106 | 96 | 95 | 105 | 92
CCN(C(=O)c1cc2ncccc2[nH]1)[C@H]1CCC[C@@H](NCc2cccc(F)c2)C1 | 95 | nt | 103 | 96 | 102 | 93 | 82 | 101
O=S1(=O)Oc2c(Cl)cc(Cl)cc2S(=O)(=O)Oc2c(Cl)cc(Cl)cc21 | nt | 95 | 104 | 109 | 106 | 110 | 117 | 100
C/C(C/C(C)=N/c1c(N)c(=O)n(C)c(=O)n1C)=N/c1c(N)c(=O)n(C)c(=O)n1C | 117 | 82 | 102 | 116 | 100 | 105 | 101 | 103
Cc1cccc(NC(=O)CCCCC(=O)Nc2cccc(C)c2)c1 | 105 | 93 | 104 | 105 | 102 | 105 | 104 | 84
O=C1C(c2ccc([N+](=O)[O-])cc2)=[N+]([O-])c2cc([N+](=O)[O-])ccc21 | 105 | 93 | 106 | nt | 102 | 113 | 103 | 93
Nc1ccc(/C=C/C(=O)O)cc1 | 128 | 68 | 106 | 109 | 103 | 113 | 104 | 101
CC(C)COC(=O)COc1ccccc1 | 94 | 115 | 107 | 105 | 109 | 99 | 104 | 107
O=C(Nc1ccccc1)N1c2ccccc2SC1c1ccco1 (stereo not drawn) | 102 | 75 | 73 | 84 | 81 | 116 | 85 | 77
OC(COc1ccccc1)CN1CCOCC1 (stereo not drawn) | 109 | 119 | 105 | 113 | 110 | 116 | 104 | 110
O=C(c1ccccc1)c1ccc(Cl)cc1 | 88 | 93 | 83 | 112 | 97 | 100 | nt | 96
COC(=O)/C=C(\C)Nc1cc(OC)ccc1OC | 103 | 99 | 101 | 107 | 99 | 106 | 96 | 97
O=c1ccn2c(n1)OC1CC2OC1COC(c1ccccc1)(c1ccccc1)c1ccccc1 (stereo not drawn) | 107 | 116 | 99 | 126 | 92 | 134[100 µM] | 102 | 102
COc1ccccc1Nc1nnc(COc2ccc(CNC(=O)CCCC/C=C/C(C)C)cc2OC)o1 | 103 | 103 | 101 | 90 | 96 | 103 | 90 | nt
COc1ccc(-c2[nH]ncc2C2NC(=O)c3sc4nc(C)cc(C)c4c3N2)cc1 (stereo not drawn) | 100 | 74 | 96 | 114 | 92 | 109 | 91 | 103
CC(C)N(Cc1ccccc1)CC(O)c1ccc(Cl)cc1 (stereo not drawn) | 116 | 76 | 103 | 103 | 89 | 111 | 100 | 69
CC(C)c1cccc(C(C)C)c1NC(=O)N1CCOCC1 | 104 | 107 | 104 | 105 | 98 | 112 | 97 | 102
O=C1O/C(=C2\C=C(c3ccccc3)OC2=O)C=C1c1ccccc1 | 110 | 102 | 106 | 104 | 110 | 103 | 111 | 97
N#Cc1ccc(S(=O)(=O)Nc2ccc(-c3cnc(N)[nH]3)cc2)cc1 | 102 | 101 | 101 | nt | 100 | 99 | 99 | 92
CC(c1ccccc1)N1C(=O)NC2NC(=S)NC21 (stereo not drawn) | 112 | 107 | 102 | 105 | 102 | 93 | 99 | 88

(list continues)
SMILES | RXF 393 | A498 | OVCAR-8 | OVCAR-3 | ACHN | TK-10 | OVCAR-5 | CAKI-1
O=S(=O)(O)c1c(N=Nc2c(O)ccc3ccccc23)ccc2ccccc12 | 117 | 89 | 108 | 100 | 86 | 128 | 96 | 83
Cc1ccc(S(=O)(=O)n2cc(C3C(Cl)C(=O)N3c3ccc(N4CCOCC4=O)cc3)c3ccccc32)cc1 (stereo not drawn) | 65 | 66 | 55 | 30 | 71 | 88 | 79 | 25
C/C(=C(\c1ccc(OCCCN(C)C)cc1)c1ccc(OC(=O)c2ccccc2)cc1)c1ccc(Cl)cc1 | 96 | 89 | 94 | 105 | 121 | 96 | 104 | 98
C=C1C(=O)O[C@H]2[C@H]1CC/C(COC(=O)NCc1cc[nH]c1)=C\CC[C@@]1(C)O[C@@H]21 | 31 | 104 | 71 | 17 | 45 | 44 | 51 | 39
N#Cc1ncc(-c2ccc(F)cc2)c(NC2CCCCCC2)n1 | 83 | 40 | 89 | 104 | 86 | 91 | 84 | 83
CC1CCCCC1(C)O (stereo not drawn) | 111 | 104 | 99 | 135 | 97 | 102 | 96 | 100
CCCCCCNC(=O)Nc1ncnc2c1ncn2-c1ccccc1 | 106 | 83 | 91 | 111 | 91 | 94 | 89 | 86
COc1ccc(-c2n[nH]nc2-c2csc3ccccc23)cc1OC | 24 | 1.0* | 37 | 12 | 38 | 53 | 66 | 23
N#Cc1ccc(O)c(C2=NCC(c3cccc(Oc4ccccc4)c3)O2)c1 (stereo not drawn) | 62 | 51 | 13 | 27 | 18 | 3.4* | 55 | 6.9*
Cc1nc2c(O)cccc2cc1CO | 136 | 131 | 120 | 112 | 110 | 168 | 93 | 104
COc1ccc(C2=NN3C(C2)c2ccccc2OC32C(=O)Nc3ccc(Br)cc32)cc1 (stereo not drawn) | 187 | 112 | 100 | 112 | 90 | 115 | 103 | 92
CC(O)C(C)(C)S(=O)(=O)CCCc1ccccc1 (stereo not drawn) | 95 | 96 | 107 | 104 | 118 | 102 | nt | 104
O=C(O)CCC(=O)/C=C/c1ccc([N+](=O)[O-])cc1 | 119 | 108 | 108 | 110 | 103 | 102 | 105 | 97
CN(C)C(=O)C(CCN1CCC(O)(c2ccc(Cl)cc2)CC1)(c1ccccc1)c1ccccc1 | 59 | 34 | 80 | 71 | 87 | 75 | 75 | 67
O=C1CC(=O)N(C(=O)c2nn(-c3ccc(Cl)cc3)cc2O)N1 | 53 | 113 | 30 | -4.1* | 38 | nt | 65 | -7.2*

Structures listed so far containing fluorine, in the order listed:
SMILES | RXF 393 | A498 | OVCAR-8 | OVCAR-3 | ACHN | TK-10 | OVCAR-5 | CAKI-1
Cc1nc2cncc(C#Cc3cncc(C(=O)Nc4ccc(CN5CCN(C)CC5)c(C(F)(F)F)c4)c3)c2nc1C | -26* | -37* | 25 | 26 | -5.3* | 18 | 10 | -28*
COc1ccc(-c2cc3ccc(F)cc3c(=O)[nH]2)cc1 | 91 | 41 | 75 | 87 | 107 | 93 | 98 | nt
N#CC1=C(Nc2ccccc2F)NC(c2cccc([N+](=O)[O-])c2)c2sc3c(F)cccc3c21 (stereo not drawn) | 105 | 96 | 107 | 102 | 90 | 155 | 103 | 79
Cc1nnc(NC(=O)c2nc(S(=O)(=O)Cc3ccc(F)cc3)ncc2Cl)s1 | 87 | 115 | 56 | 22 | 96 | 79 | 86 | -86*
O=C(Oc1ccc(-c2cssc2=S)cc1)c1cn(C2CC2)c2cc(N3CCNCC3)c(F)cc2c1=O | 117 | 105 | 107 | 117 | 101 | 116 | 106 | 99
Cc1cc(OCc2ccc(C(F)(F)F)cc2)c2c(c1)C(=O)C=C(NCCN1CCCC1)C2=O | 54 | 68 | 72 | 84 | 72 | 83 | 88 | 53
C#CCOc1ccc(/C=N/Nc2nc(-c3ccc(F)cc3)cs2)cc1 | 116 | 66 | 100 | nt | 104 | 141 | 111 | 93
CCN(C(=O)c1cc2ncccc2[nH]1)[C@H]1CCC[C@@H](NCc2cccc(F)c2)C1 | 95 | nt | 103 | 96 | 102 | 93 | 82 | 101
N#Cc1ncc(-c2ccc(F)cc2)c(NC2CCCCCC2)n1 | 83 | 40 | 89 | 104 | 86 | 91 | 84 | 83

A portion of the library (hit frequency here may not be typical).
